Screens deposited in PubChem by several laboratories.
Rv3671c protease: Rv3671c serine protease inhibitors, primary screen, biochemical, fluorescence polarization, M. tuberculosis H37Rv | P9WHR9 | 320,000 tested, 0.048% active | AID 2606, 2010 | inhibition, % at 5.96 µM; in the data active = inhibition above about 38%;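 also: extracellular domain of Rv3671c used as enzyme; 0% = enzyme with DMSO and 100% = no enzyme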
Target sequence (P9WHR9 whole entry, looked up, the tested form may be a part): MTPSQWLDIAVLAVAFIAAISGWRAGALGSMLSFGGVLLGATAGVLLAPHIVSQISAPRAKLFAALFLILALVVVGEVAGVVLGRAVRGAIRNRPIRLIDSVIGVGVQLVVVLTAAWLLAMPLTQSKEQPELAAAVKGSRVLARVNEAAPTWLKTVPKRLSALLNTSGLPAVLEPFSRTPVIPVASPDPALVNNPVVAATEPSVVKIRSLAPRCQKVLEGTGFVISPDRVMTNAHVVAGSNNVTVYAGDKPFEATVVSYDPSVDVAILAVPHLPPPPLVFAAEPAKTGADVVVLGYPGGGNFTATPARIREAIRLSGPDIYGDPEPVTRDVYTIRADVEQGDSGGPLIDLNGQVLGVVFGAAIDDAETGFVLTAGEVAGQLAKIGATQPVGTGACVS
DUSP3 inh: VHR1 phosphatase inhibitors, primary screen, biochemical, absorbance, uHTS. Dual specificity protein phosphatase 3 (Homo sapiens), P51452. recombinant VHR phosphatase, pNPP absorbance. inhibition, % at 13.3 µM. 290,000 tested, 0.52% active. AID 1654, 2009; in the data active = inhibition above about 50%; also: some compounds called inactive have numbers as strong as hits
Target sequence (P51452 whole entry, looked up): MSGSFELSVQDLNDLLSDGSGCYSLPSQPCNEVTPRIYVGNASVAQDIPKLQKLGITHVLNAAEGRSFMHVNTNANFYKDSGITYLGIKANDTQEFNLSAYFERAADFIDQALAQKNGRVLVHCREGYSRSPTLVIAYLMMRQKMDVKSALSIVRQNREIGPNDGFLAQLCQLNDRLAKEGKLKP
CCHFV vOTU inh: CCHFV vOTU protease inhibitors, primary screen, biochemical, Pep-AMC substrate, fluorescence; Crimean-Congo hemorrhagic fever virus L polyprotein viral ovarian tumor (vOTU) protease …; inhibition, % at 11.5 µM; 370,000 tested, 0.55% active; in the data active = inhibition above about 30%; also: 0% = vehicle wells with enzyme and 100% = no enzyme wells
Anthrax LF inh2: Bacillus anthracis LF protease inhibitors, primary screen, biochemical, multiplex microsphere, MLPCN library; 360,000 tested, 0.12% active; inhibition, % at 10 µM; Lethal factor (Bacillus anthracis), P15917; multiplex microsphere protease cleavage assay; AID 588501, 2011; also: plate controls were buffer without enzyme for full effect and enzyme alone for no effect
SSB-PriA inh: inhibitors of Klebsiella pneumoniae PriA binding to SSB C-terminal tail, primary screen, biochemical, AlphaScreen | PriA–SSB C-terminal tail interaction (Klebsiella pneumoniae) | 430,000 tested, 0.6% active | inhibition, % at 33 µM | AlphaScreen SSBct-PriA binding, biotinylated peptide; in the data active = inhibition mostly above about 37%, no sharp cut-off; inactive = mostly below about 20%;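 also: plate controls were negative control peptide for no effect and reference peptide for full effect; strong numbers were not always called active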
MazF activator: activators of E. coli MazEF toxin-antitoxin RNase, primary screen, biochemical, fluorescence, uHTS | FAM/BHQ RNA-DNA oligo cleavage fluorescence, 5 h | activation, % at 20 µM | 350,000 tested, 0.32% active | AID 504720, 2011; in the data active = activation above about 50%
Target sequence (P0AE70 whole entry, looked up): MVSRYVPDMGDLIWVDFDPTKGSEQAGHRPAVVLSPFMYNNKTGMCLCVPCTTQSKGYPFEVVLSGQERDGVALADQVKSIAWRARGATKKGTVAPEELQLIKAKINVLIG
SARS 3CLpro inh: SARS-CoV 3CLpro protease inhibitors, primary screen, biochemical, quenched FRET | Replicase polyprotein 1ab (Severe acute respiratory syndrome coronavirus), P0C6X7 | recombinant SARS-CoV 3CLpro, quenched FRET peptide cleavage | inhibition, % at 6 µM | 290,000 tested, 0.14% active; in the data active = inhibition above about 12%
PrPC surface inh: inhibitors of human cell surface prion protein PrPC, primary screen, cell-based, TR-FRET; Major prion protein (Homo sapiens), P04156; TR-FRET read-out; inhibition, % at 13.8 µM; 370,000 tested, 0.43% active; AID 720596, 2013; in the data active = inhibition above about 24%; also: 0% = median of the test wells and 100% = reference compound wells
BoNT A protease: BoNT/A light chain protease inhibitors, primary screen, biochemical, flow cytometry, MLPCN library; 360,000 tested, 0.17% active; multiplex microsphere protease substrate cleavage; Botulinum neurotoxin type A light chain protease (Clostridium botulinum A str. ATCC 3502); AID 588499, 2011; inhibition, % at 10 µM; also: plate controls were buffer without enzyme for full effect and enzyme alone for no effect
BoNT F protease: BoNT/F light chain protease inhibitors, primary screen, biochemical, flow cytometry, MLPCN library. Botulinum neurotoxin type F light chain protease (Clostridium botulinum). Multiplex microsphere protease cleavage assay. inhibition, % at 10 µM. 360,000 tested, 0.22% active; in the data active = inhibition above about 35%, passing the limit was not always enough; inconclusive = no clear call, values can overlap the other calls; also: plate controls were buffer without enzyme for full effect and enzyme alone for no effect
Starred values were filed as active, the others as inactive; ? = inconclusive; . = no result given; & = joins results of further samples. Rule as the data show it, unless noted: active = inhibition above about 30%; inconclusive = no clear call, values can overlap the other calls; inactive = below that. Not all compounds are listed (hit frequency here may not be typical).

SMILES	MazF activator	Rv3671c protease	Anthrax LF inh2	DUSP3 inh	BoNT F protease	SSB-PriA inh	BoNT A protease	PrPC surface inh	SARS 3CLpro inh	CCHFV vOTU inh
COc1cc(Cl)cc2c1Sc1ccccc1/C2=C/CCN(C)C	15	2	?	12	?	18	?	.	-2	.
CCOC(=O)CSc1nnc(-c2ccncc2)o1	10	1	0	0	1	-2	-0.4	0	-6	2
CCc1ccc(OC)c(S(=O)(=O)Nc2ccccc2C)c1	-4	-11	-8	-9	0	-6	-0.1	-2	-2	-11
CC1CCc2nc3ccccc3c(C(=O)OCC(=O)NC3CCS(=O)(=O)C3)c2C1 (centres undefined)	-8	0	-2	16	0	3	-0.3	-4	6	-7
O=C(CC(=O)Nc1ccccc1F)Nc1ccccc1F	4	-3	42*	-3	-4	4	-4.4	-3	3	1
Cc1ccc(-c2csc3nc(C)n(N)c(=O)c23)cc1	5	9	2	17	1	-6	0.8	4	-2	10
c1ccn2c(SCc3ccc4c(c3)OCCO4)nnc2c1	7	-2	2	12	-1	1	3.9	4	-5	2
CC(C)(C)C(=O)Nc1ccc(S(=O)(=O)c2ccc(NC(=O)C(C)(C)C)cc2)cc1	-3	4	-6	6	16	0	1.7	6	-5	14
C=CCNCCOCCOc1ccc(Cl)cc1C(C)(C)C	-1	-2	-3	4	-10	0	-1.5	1	1	10
O=c1c2cn[nH]c2[nH]c(=S)n1-c1cccc2ccccc12	4	-4	1	-6	-1	-7	1.0	40*	-4	9
CCOc1ccc(NS(=O)(=O)c2ccc(C(=O)NCc3ccccn3)cc2)cc1	-7	1	4	.	6	1	0.7	-7	.	-2
NS(=O)(=O)c1ccc(NC(=O)CCCC(=O)O)cc1	5	3	0	7	-8	-5	-1.4	5	-1	-2
Cc1ccc(-c2nn(-c3cc(Cl)ccc3[N+](=O)[O-])c(=O)c3ccccc23)cc1	1	-8	-2	37	-5	26	-3.3	-4	3	-21
COC(=O)[C@H](Cc1ccccc1)NC(=O)[C@@H](N)CC(=O)O	1	-2	-4	.	-7	0	-0.9	-5	.	3
O=C(COC(=O)C1CC2C=CC1C2)Nc1cccc(S(=O)(=O)N2CCCCC2)c1 (centres undefined)	0	-6	0	-2	0	-10	-0.1	6	3	8
Cc1ccc(O)c(NC(=O)c2cc(-c3ccc(F)cc3)on2)c1	-17	-8	0	9	1	-10	-0.5	5	0	-3
COc1ccc(CNC(=O)c2ccc3c(c2)N(C)CCS3)cc1	4	8	-6	25	-8	5	-2.8	12	-3	-133
O=S(=O)(c1ccc(OCC2CO2)cc1)c1ccc(OCC2CO2)cc1 (centres undefined)	5	4	-1	9	3	-18	0.8	1	0	-6
Cc1csc(NC(=O)CSc2nc(=O)cc(N)n2-c2ccc(F)cc2)n1	3	3	1	13	2	6	0.7	-1	4	-1
COCCNc1nnc(SCC(=O)Nc2sc3c(c2C(=O)c2ccccc2)CCCC3)s1	-1	-6	-2	0	-15	23	-2.0	-1	1	7
COc1ccccc1N1CCN(S(=O)(=O)CCNC(=O)C2CCCC2)CC1	-11	4	.	.	.	9	.	1	.	-1
Oc1ccc(C(c2nnnn2CCc2ccccc2)N2CCN(c3nc4ccccc4s3)CC2)cc1 (centres undefined)	0	-38	3	23	-6	-2	0.1	4	1	3
CCOC(=O)CSC1=C(C#N)C(c2ccccc2OC)CC(=O)N1 (centres undefined)	-3	1	-5	42	-1	-17	-0.8	10	-2	-3
CCc1ccc2nc(SCC(=O)Nc3ccccc3N3CCOCC3)c(C#N)cc2c1	-7	-8	-6	-8	2	-3	0.2	10	0	3
C=CCn1c(SCC(=O)N2CCOCC2)nc2c([nH]c3ccccc32)c1=O	-12	6	-2	10	1	-12	0.4	1	-2	-15
CCCN1C(=O)NC2(O)C(=O)c3ccccc3C12O (centres undefined)	-4	-2	.	-12	.	-5	.	-6	-4	-6
Oc1c(Br)cc(/C=N/n2c(-c3ccccc3)n[nH]c2=S)cc1Br	4	.	6	-9	?	.	-4.6	1	3	2
COc1ccc(-n2c(SCC(=O)Nc3cccc4ccccc34)nc(O)cc2=O)cc1	-1	-9	-7	16	?	-3	-1.7	8	-7	-19
CC(C)NC(=O)c1ccccc1NC(=O)CN(c1ccc2c(c1)OCO2)S(C)(=O)=O	2	-2	2	-4	-2	-4	-0.1	-5	-10	-6
Cc1c(C(=O)Nc2ccc(Oc3ccccc3)cc2)sc2nc3n(c(=O)c12)CCC3	-15	-22	9	19	2	1	-0.2	20	1	-5
Cc1cccc(N(CC(=O)NC(C)C)C(=O)c2ccc(N3CCCC3)nc2)c1	0	7	-1	12	6	-9	-0.5	7	5	-12
Cc1ccc(C(=O)c2cc([N+](=O)[O-])ccc2N2CCOCC2)c(C)c1	-9	-3	-1	27	-16	7	0.9	-6	-8	9
Cc1ccc(NC(=O)CSc2nnc(COc3ccccc3C)o2)cc1	-4	5	1	24	1	0	0.7	8	2	3
OCCN(Cc1ccccc1)CC(O)COc1ccc2c(c1)OCO2 (centres undefined)	9	1	-13	2	1	6	1.3	-9	-2	-4
C=CC(C)(C)c1c2occc2c(O)c2ccc(=O)oc12	11	1	-4	.	-2	-7	-0.6	-3	.	3
CC(NS(=O)(=O)OCC(Cl)(Cl)Cl)c1ccc(Br)cc1 (centres undefined)	-3	0	0	-3	-6	-4	-0.6	-3	5	10
O=C(NCc1cccc(F)c1F)C1CCC(=O)N(C2CC2)C1 (centres undefined)	-3	-3	0	6	13	7	-0.2	8	-6	9
CC[C@@H]1C=C(C(=O)O)[C@H](c2ccc(OC)c(OC)c2)N1S(=O)(=O)c1ccc(C)cc1	6	6	0	.	-8	0	-0.2	-2	.	-2
Cc1[nH]c(=S)[nH]c(=O)c1Cc1ccc(OCC(C)C)cc1	-4	-8	-6	25	-2	-8	-0.2	3	4	7
CC1(C(=O)NCc2cccc(Cl)c2)Cc2c(-c3cccc(C(N)=O)c3)ccnc2O1 (centres undefined)	.	.	-3	.	-8	.	0.2	3	.	-11
CC(Sc1nc2ccccc2c(=O)n1C)C(=O)Nc1ccc2c(c1)OCCO2 (centres undefined)	22	2	-12	.	2	-3	0.1	2	.	7
COc1c(-c2ccc(O)c(O)c2)oc2cc(O)cc(O)c2c1=O	2	-7	0	26	-14	5	-1.3	-12	.	3
COC(=O)c1cc(NC(=O)c2cccs2)ccc1N1CCOCC1	0	4	5	17	-3	-3	0.3	-1	3	0
C1COCCNCCOCCOCCN1	4	-2	1	37	-5	-16	0.5	1	0	0
CSc1ccc2c(c1)C(N1CCN(C)CC1)Cc1ccc(F)cc1S2 (centres undefined)	5	4	.	.	.	22	.	-8	.	-3
COc1ccc(-n2nnnc2SCC(=O)N2CCOCC2)cc1	-3	-9	-2	19	0	-5	0.5	-1	1	-1
Fc1ccc(OCCOCCOc2cccc3[nH]ccc23)cc1	10	3	-7	10	0	-14	-0.8	5	2	11
O=C(COC(=O)c1ccccc1Br)NCCc1ccc(F)cc1	-4	-3	-2	-9	43*	11	3.5	-1	-4	18
O=C(O)c1ccc(N2CCCCCC2)c(N2C(=O)c3ccccc3C2=O)c1	5	19	-4	22	2	7	-0.2	0	4	7
Cc1cc(C)c(S(=O)(=O)Nc2ccc(OCC(=O)O)cc2)c(C)c1	5	-5	-8	13	-5	-5	-0.7	0	0	6

The final three records of the section above open the next one:
SMILES	MazF activator	Rv3671c protease	Anthrax LF inh2	DUSP3 inh	BoNT F protease	SSB-PriA inh	BoNT A protease	PrPC surface inh	SARS 3CLpro inh	CCHFV vOTU inh
O=C(COC(=O)c1ccccc1Br)NCCc1ccc(F)cc1	-4	-3	-2	-9	43*	11	3.5	-1	-4	18
O=C(O)c1ccc(N2CCCCCC2)c(N2C(=O)c3ccccc3C2=O)c1	5	19	-4	22	2	7	-0.2	0	4	7
Cc1cc(C)c(S(=O)(=O)Nc2ccc(OCC(=O)O)cc2)c(C)c1	5	-5	-8	13	-5	-5	-0.7	0	0	6
CS(=O)(=O)N1CCCC(C(=O)NCCCN2CCN(Cc3ccccc3)CC2)C1 (centres undefined)	5	16	-2	4	-5	0	0.7	-3	-2	-12
CC(C)(C)c1ccc(C(=O)NCCCN2CCN(CCCNC(=O)c3ccc(C(C)(C)C)cc3)CC2)cc1	-2	-1	-1	7	-8	16	0.1	-2	-3	10
CN1C(=O)c2cccc3c(S(=O)(=O)NCCc4ccccc4)ccc1c23	5	0	-2	35	3	-8	2.9	-3	1	-29
COc1ccc(OC)c(/C=N/NC(=O)CCc2ccc(O)c(O)c2)c1	-6	7	0	-5	-2	.	0.2	1	1	-62
CC12CC3CC1C(C(=O)O2)C3C(=O)O (centres undefined)	-3	.	-1	.	-5	-2	0.2	3	.	4
O=C(N1CCOCC1)N(CCN1CCOCC1)Cc1cccc2ccccc12	-2	-9	1	33	-15	1	-0.7	-4	0	1
CC1Cc2nc(SCC(=O)NCC3CCCO3)n(C)c(=O)c2S1 (centres undefined)	8	10	.	-12	.	-4&-18	.	-3	1	9
CN(C(=O)CSc1nccc(=O)[nH]1)C1CCCCC1	-23	5	.	.	.	-9	.	-1	.	38*
Cc1c(C(=O)Nc2ccccc2)sc2nc(-c3ccccc3)cn12	-13	-34	-2	1	-1	.	-1.2	21	3	4
NS(=O)(=O)c1ccc(NC(=O)C2CCCN(S(=O)(=O)c3ccc(F)cc3)C2)cc1 (centres undefined)	8	0	0	17	-17	3	-1.9	7	2	5
CCc1cccc2c(C(=O)CSc3nncn3-c3ccc(OC)cc3)c[nH]c12	5	-6	1	8	4	7	0.8	8	2	5
C=CCn1c(SCC(=O)NC2CCS(=O)(=O)C2)nnc1-c1cc2c(s1)CCC(CC)C2 (centres undefined)	1	-12	0	-4	-7	7	-0.9	-4	4	0
O=S(=O)(c1ccc2ccccc2c1)N1CCN(c2ccc(O)cc2)CC1	8	10	-5	.	-16	13	-0.4	-3	.	9
COC(=O)c1ccc2c(c1)c(-c1ccccc1)c(-c1ccccc1)n2C	-5	.	-7	.	-10	-2	-0.9	-3	.	10
CC(C)(C)C(=O)CSc1ncnc2sc3c(c12)CCC3	14	8	-2	6	0	-7	0.2	10	-1	7
Cc1nn(C2CCS(=O)(=O)C2)c(Cl)c1/C=C/C(=O)OCC(=O)N(C)C (centres undefined)	-18	9	-6	-5	-18	-3	-3.3	1	4	-9
CC1Cc2cc(/C(O)=C3/C(=O)C(=O)N(CCCN(C)C)C3c3ccncc3)ccc2O1 (centres undefined)	-2	.	3	22	?	.	0.3	0	4	7
COc1ccc(OC)c(NC(=O)c2ccc3c(c2)C(=O)N(c2ccc(OC(C)=O)cc2)C3=O)c1	6	-9	-12	.	-6	0	-2.6	5	-1	5
